Y pestis TopoI – Yersinia pestis topoisomerase I inhibitors, primary screen, biochemical, cleavage product accumulation, plate reader, single point | DNA topoisomerase I (Yersinia pestis CO92) | Y. pestis Topo-I cleavage product accumulation | activity, % at 10 µM | AID 504884, 2011 | actives 0.064% (n = 360,000); in the data active means activity above about 50%, passing the limit was not always enough; inconclusive means no clear call, values can overlap the other calls; further: inactives centre near 2
PriA SSB inh – inhibitors of Klebsiella pneumoniae PriA binding to SSB C-terminal tail, primary screen, biochemical, AlphaScreen; inhibition, % at 33 µM; AlphaScreen SSBct-PriA binding, biotinylated peptide; actives 0.6% (n = 430,000); in the data active means inhibition mostly above about 37%, no sharp cut-off; inactive means mostly below about 20%;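 further: plate controls were negative control peptide for no effect and reference peptide for full effect; strong numbers were not always called active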
TcdB inh – TcdB glycohydrolase inhibitors, primary screen, biochemical, single point, plate reader; inhibition, % at 9.99 µM; Toxin B (Clostridioides difficile), P18177; actives 0.24% (n = 350,000); AID 652162, 2013; TcdB glycohydrolase enzymatic assay; in the data active means inhibition above about 10%
BoNT A protease – BoNT/A light chain protease inhibitors, primary screen, biochemical, flow cytometry, MLPCN library. Botulinum neurotoxin type A light chain protease (Clostridium botulinum A str. ATCC 3502). multiplex microsphere protease substrate cleavage. inhibition, % at 10 µM. actives 0.17% (n = 360,000). AID 588499, 2011; further: plate controls were buffer without enzyme for full effect and enzyme alone for no effect
BH1578 lux ind – inducers of Vibrio cholerae quorum light production without autoinducers, primary screen, BH1578 luxS cqsA deficient, single point; V. cholerae BH1578 lux reporter, luminescence, 6 h; activation, % at 18.7 µM; actives 0.16% (n = 350,000); AID 588436, 2011; in the data active means activation mostly above about 9.7%, no sharp cut-off; inconclusive means no clear call, values can overlap the other calls; inactive means mostly below about 3.7%; further: not every result past the cut was called active; inactives centre near 0; reference of the scale not given here
SARS 3CLpro inh – SARS-CoV 3CLpro protease inhibitors, primary screen, biochemical, quenched FRET | recombinant SARS-CoV 3CLpro, quenched FRET peptide cleavage | inhibition, % at 6 µM | actives 0.14% (n = 290,000) | AID 1706, 2009; in the data active means inhibition above about 12%
PfHsp40 yeast – rescue of yeast from PfHsp40 toxicity, primary screen, S. cerevisiae, ATP luminescence; growth rescue, % at 12.5 µM; actives 0.68% (n = 340,000); S. cerevisiae expressing PfHsp40, growth rescue; in the data active means growth rescue above about 28%, passing the limit was not always enough; inconclusive means no clear call, values can overlap the other calls;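 further: yeast W303a lacking pdr1 and pdr3 grown in galactose medium; growth measured after three days at 30 °C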
PrPC TRFRET – inhibitors of human cell surface prion protein PrPC, primary screen, cell-based, TR-FRET | actives 0.43% (n = 370,000) | inhibition, % at 13.8 µM | TR-FRET read-out; in the data active means inhibition above about 24%; further: 0% = median of the test wells and 100% = reference compound wells
Anthrax LF inh2 – Bacillus anthracis LF protease inhibitors, primary screen, biochemical, multiplex microsphere, MLPCN library. Lethal factor (Bacillus anthracis), P15917. multiplex microsphere protease cleavage assay. inhibition, % at 10 µM. actives 0.12% (n = 360,000). AID 588501, 2011; further: plate controls were buffer without enzyme for full effect and enzyme alone for no effect
Starred values were filed as active, the others as inactive. Unless noted, no stated cut-off is given here; in the data, active means inhibition above about 30%; inconclusive means no clear call, values can overlap the other calls; inactive means below that. Some of the compounds tested. The share of hits here may be higher or lower than overall.

CCOc1ccc(S(=O)(=O)N2CCC(C(=O)NCc3cccnc3)CC2)cc1C was read as Y pestis TopoI 11, PriA SSB inh -2, TcdB inh 1.8, BoNT A protease 2.3, BH1578 lux ind -0.2, SARS 3CLpro inh -5, PfHsp40 yeast -0.6, PrPC TRFRET -6 and Anthrax LF inh2 2.
For Cc1ccc(C)c(Cn2c(=O)c3c(nc4n3CCN4Cc3ccco3)n(C)c2=O)c1 the results were Y pestis TopoI 7, PriA SSB inh 16, BoNT A protease -0.6, BH1578 lux ind -0.3, SARS 3CLpro inh -4, PfHsp40 yeast -0.5, PrPC TRFRET 5 and Anthrax LF inh2 6.
Screening CCC(C)Sc1nc2c(cnn2-c2ccc(C)c(C)c2)c(=O)[nH]1 (stereo unspecified) returned Y pestis TopoI 8, PriA SSB inh -12, TcdB inh 1.2, BoNT A protease -0.3, BH1578 lux ind -0.2, SARS 3CLpro inh -3, PfHsp40 yeast 0.3, PrPC TRFRET -2 and Anthrax LF inh2 -9.
`CCOC(=O)c1c(C)[nH]c(C)c1S(=O)(=O)N(C)CC(=O)NCc1ccc(C)cc1` gave Y pestis TopoI -10, PriA SSB inh -6, TcdB inh -0.9, BoNT A protease -1.9, BH1578 lux ind inactive, SARS 3CLpro inh -2, PfHsp40 yeast 0.1, PrPC TRFRET 1 and Anthrax LF inh2 -2.
For O=C(Nc1cccc(-c2csc(Nc3cccc(C(F)(F)F)c3)n2)c1)c1ccccc1 the results were Y pestis TopoI -21, PriA SSB inh -2, TcdB inh 0.1, BoNT A protease 0.2, BH1578 lux ind -0.6, PfHsp40 yeast 4.2, PrPC TRFRET 7 and Anthrax LF inh2 -8.
CCOc1cc(CN2CCN(c3ncccn3)CC2)ccc1OC was read as Y pestis TopoI 4, PriA SSB inh -1, TcdB inh 2.8, BoNT A protease -1.5, BH1578 lux ind inactive, SARS 3CLpro inh -3, PfHsp40 yeast -0.2, PrPC TRFRET -1 and Anthrax LF inh2 4.
For CC(C)c1ccc(Nc2ccc(C(=O)O)cc2[N+](=O)[O-])cc1 the results were Y pestis TopoI -2, PriA SSB inh 20, TcdB inh -1.3, BoNT A protease -1.5, BH1578 lux ind inactive, SARS 3CLpro inh 5, PfHsp40 yeast -2.0, PrPC TRFRET -16 and Anthrax LF inh2 -2.
For Cc1ccc2cc3cc(C(=O)NCc4ccco4)oc3nc2c1 the results were Y pestis TopoI 20, PriA SSB inh -1, TcdB inh 2.2, BoNT A protease 1.3, BH1578 lux ind inactive, SARS 3CLpro inh -2, PfHsp40 yeast 0.0, PrPC TRFRET 1 and Anthrax LF inh2 -6.
CCN(CC)CCNC(=O)CN1C(=O)CSc2ccc(S(=O)(=O)N3CCOCC3)cc21 was read as Y pestis TopoI 5, TcdB inh 1.0, BoNT A protease -0.4, BH1578 lux ind inactive, PrPC TRFRET 0 and Anthrax LF inh2 -4.
`O=C(c1ccccc1)C(O)(CN1CCCCC1)c1ccccc1` (stereo unspecified) gave Y pestis TopoI 13, PriA SSB inh 3, TcdB inh 0.4, BoNT A protease 0.1, BH1578 lux ind inactive, PfHsp40 yeast 0.4, PrPC TRFRET 6 and Anthrax LF inh2 0.
Screening CC1c2ccccc2-n2nncc2CN1CC1CCCCC1 (stereo unspecified) returned Y pestis TopoI 4, PriA SSB inh -14, TcdB inh 1.8, BoNT A protease 0.2, BH1578 lux ind -0.7, PfHsp40 yeast 0.7, PrPC TRFRET 4 and Anthrax LF inh2 -2.
`CCOC(=O)C(C)n1cnc2scc(-c3ccc(C)cc3)c2c1=O` (stereo unspecified) gave Y pestis TopoI 11, PriA SSB inh -10, TcdB inh -3.9, BoNT A protease 1.0, BH1578 lux ind -0.6, SARS 3CLpro inh 1, PfHsp40 yeast -0.7, PrPC TRFRET 1 and Anthrax LF inh2 1.
Screening Cc1ccc(NS(=O)(=O)c2ccc(C)c(C(=O)NCC(c3ccccc3)N(C)C)c2)cc1 (stereo unspecified) returned Y pestis TopoI 3, PriA SSB inh -2, TcdB inh -0.2, BoNT A protease 2.8, BH1578 lux ind inactive, PfHsp40 yeast 0.0, PrPC TRFRET -5 and Anthrax LF inh2 -2.
N/C(=N/OCC(=O)Nc1cccc2ccccc12)c1nonc1N was read as Y pestis TopoI 9, BoNT A protease -2.3, BH1578 lux ind -3.1, SARS 3CLpro inh 3, PfHsp40 yeast -0.3, PrPC TRFRET -2 and Anthrax LF inh2 2.
For CN(C)c1nc(=S)nc(NCc2ccccc2)[nH]1 the results were Y pestis TopoI 15, PriA SSB inh 11, TcdB inh 0.5, BoNT A protease -1.1, BH1578 lux ind -0.4, SARS 3CLpro inh -2, PfHsp40 yeast -0.5, PrPC TRFRET -5 and Anthrax LF inh2 -4.
O=C(CS(=O)(=O)c1c[nH]c2ccccc12)N1CCCCCC1 was read as Y pestis TopoI 1, PriA SSB inh -6, TcdB inh -1.3, BoNT A protease -0.5, BH1578 lux ind -0.5, SARS 3CLpro inh 0, PfHsp40 yeast -0.8, PrPC TRFRET 6 and Anthrax LF inh2 5.
`CCOC(=O)N1CCN(C(=O)/C(=C/c2ccc(Cl)cc2)NC(=O)c2ccccc2)CC1` gave Y pestis TopoI 21, PriA SSB inh -13, TcdB inh 0.7, BoNT A protease 0.3, BH1578 lux ind -0.3, SARS 3CLpro inh 4, PfHsp40 yeast 1.3, PrPC TRFRET -11 and Anthrax LF inh2 -3.
For Cc1ccc(NC(=S)N2CCN(S(C)(=O)=O)CC2)cc1C the results were Y pestis TopoI 8, PriA SSB inh 0, TcdB inh -0.2, BoNT A protease 0.1, BH1578 lux ind inactive, SARS 3CLpro inh -1, PfHsp40 yeast 0.9, PrPC TRFRET -2 and Anthrax LF inh2 -1.
Screening CCc1cc(C(=O)Nc2ccc(S(=O)(=O)NC3=NCCCCC3)cc2)sc1C returned Y pestis TopoI 11, PriA SSB inh -11, TcdB inh -0.5, BoNT A protease -1.2, BH1578 lux ind inactive, PfHsp40 yeast 0.2, PrPC TRFRET 9 and Anthrax LF inh2 -2.
`Cc1ccc2c(c1)[C@H]1[C@H](CO2)[C@H](c2ccccc2)[C@]2(C)C(=O)N(Cc3ccco3)CC(=O)N12` gave Y pestis TopoI 25, PriA SSB inh 2, TcdB inh 1.2, BoNT A protease 0.1, BH1578 lux ind -0.7, PfHsp40 yeast 1.1, PrPC TRFRET 7 and Anthrax LF inh2 7.
For COCc1c(C(=O)N/N=C/C2CC=CCC2)nnn1-c1nonc1N (stereo unspecified) the results were Y pestis TopoI -7, TcdB inh 0.1, BoNT A protease -0.9, BH1578 lux ind -0.3, SARS 3CLpro inh -4, PfHsp40 yeast -0.6, PrPC TRFRET 4 and Anthrax LF inh2 1.
Oc1ccc(/C=N/Nc2nccnc2Cl)cc1 was read as Y pestis TopoI 5, BoNT A protease -0.2, BH1578 lux ind -0.1, SARS 3CLpro inh 1, PfHsp40 yeast 0.1, PrPC TRFRET -8 and Anthrax LF inh2 1.
`CCS(=O)(=O)N1Cc2ccccc2CC1C(=O)Nc1cccc(OC)c1` (stereo unspecified) gave Y pestis TopoI -13, PriA SSB inh 4, TcdB inh 1.1, BoNT A protease -2.3, BH1578 lux ind -5.6, SARS 3CLpro inh -1, PfHsp40 yeast 0.8, PrPC TRFRET -2 and Anthrax LF inh2 -8.
`O=[N+]([O-])c1cccc(S(=O)(=O)NC2CC3CCC2C3)c1` (stereo unspecified) gave Y pestis TopoI -4, PriA SSB inh -7, TcdB inh 0.8, BoNT A protease -3.1, BH1578 lux ind -2.3, SARS 3CLpro inh -2, PfHsp40 yeast 1.7, PrPC TRFRET -12 and Anthrax LF inh2 -3.
For O=C(Nc1ccc(F)cc1)C1CCC(N2C(=O)c3ccccc3C2=O)CC1 (stereo unspecified) the results were Y pestis TopoI -14, PriA SSB inh -9, BoNT A protease 1.8, BH1578 lux ind inactive, SARS 3CLpro inh -3, PfHsp40 yeast -1.1, PrPC TRFRET 8 and Anthrax LF inh2 2.
For COC1=C/C(=C/c2c(O)c(C#N)c3ccccn23)C=CC1=O the results were Y pestis TopoI -6, TcdB inh 1.6, BoNT A protease 1.0, BH1578 lux ind inactive, SARS 3CLpro inh -4, PfHsp40 yeast 0.2, PrPC TRFRET -5 and Anthrax LF inh2 -2.
O=c1[nH]c(O)c(N=Nc2ccc([N+](=O)[O-])cc2)c(=O)[nH]1 was read as Y pestis TopoI 0, PriA SSB inh -6, TcdB inh -0.2, BoNT A protease 0.1, BH1578 lux ind inactive, SARS 3CLpro inh 1, PfHsp40 yeast 0.2, PrPC TRFRET -2 and Anthrax LF inh2 1.
Screening Cc1cccc(C(=O)OCC(=O)NC(=O)Cc2ccccc2)c1O returned Y pestis TopoI 10, PriA SSB inh -15, TcdB inh 0.2, BoNT A protease 0.1, BH1578 lux ind 0.0, SARS 3CLpro inh 1, PfHsp40 yeast -0.2, PrPC TRFRET 4 and Anthrax LF inh2 -4.
For Cc1ccc(NC(=O)CCNC(=O)c2ccco2)cc1Cl the results were Y pestis TopoI 9, PriA SSB inh 5, TcdB inh -0.5, BoNT A protease 3.9, BH1578 lux ind 0.8, SARS 3CLpro inh -2, PfHsp40 yeast -0.1, PrPC TRFRET 3 and Anthrax LF inh2 -5.
`Cc1nc(-c2cccnc2)sc1C(=O)Nc1cccc(C(F)(F)F)c1` gave Y pestis TopoI -2, PriA SSB inh -22, BoNT A protease inconclusive, BH1578 lux ind -3.1, SARS 3CLpro inh 3, PfHsp40 yeast 3.1, PrPC TRFRET -12 and Anthrax LF inh2 -5.
For O=C(Nc1cccc(Cl)c1)c1ccncc1 the results were Y pestis TopoI -10, PriA SSB inh -8, BoNT A protease -1.1, BH1578 lux ind 0.5, SARS 3CLpro inh 2, PfHsp40 yeast 0.6, PrPC TRFRET 0 and Anthrax LF inh2 -2.

4 compounds picked at random from those above, as already listed:
For COC1=C/C(=C/c2c(O)c(C#N)c3ccccn23)C=CC1=O the results were Y pestis TopoI -6, TcdB inh 1.6, BoNT A protease 1.0, BH1578 lux ind inactive, SARS 3CLpro inh -4, PfHsp40 yeast 0.2, PrPC TRFRET -5 and Anthrax LF inh2 -2.
`CCS(=O)(=O)N1Cc2ccccc2CC1C(=O)Nc1cccc(OC)c1` (stereo unspecified) gave Y pestis TopoI -13, PriA SSB inh 4, TcdB inh 1.1, BoNT A protease -2.3, BH1578 lux ind -5.6, SARS 3CLpro inh -1, PfHsp40 yeast 0.8, PrPC TRFRET -2 and Anthrax LF inh2 -8.
Oc1ccc(/C=N/Nc2nccnc2Cl)cc1 was read as Y pestis TopoI 5, BoNT A protease -0.2, BH1578 lux ind -0.1, SARS 3CLpro inh 1, PfHsp40 yeast 0.1, PrPC TRFRET -8 and Anthrax LF inh2 1.
For O=C(Nc1ccc(F)cc1)C1CCC(N2C(=O)c3ccccc3C2=O)CC1 (stereo unspecified) the results were Y pestis TopoI -14, PriA SSB inh -9, BoNT A protease 1.8, BH1578 lux ind inactive, SARS 3CLpro inh -3, PfHsp40 yeast -1.1, PrPC TRFRET 8 and Anthrax LF inh2 2.
